High-throughput results from PubChem BioAssay.
pPAFAH inh: pPAFAH (human) enzyme inhibition | inhibition, % at 3.39 µM | 330,000 compounds, 1.5% hits | recombinant pPAFAH, FP-rhodamine probe fluorescence polarization;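 active = inhibition above the mean inhibition across the screen plus 3 SD, cut at about 25% in these data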;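 also: inhibitors block binding of the rhodamine activity-based probe so polarization drops; 0% = enzyme with DMSO and 100% = wells lacking pPAFAH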
BCLXL inh: blocks human Bcl-xL binding to Bim BH3 peptide; Q07817; GST-Bcl-xL / FITC-Bim BH3 peptide fluorescence polarization; inhibition, % at 10.9 µM; 320,000 compounds, 0.7% hits; AID 2129;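 active = inhibition above the mean of all tested compounds plus 3 SD, cutoff set per campaign, cut at about 30% in these data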;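 also: 0% = DMSO wells and 100% = unlabeled Bim-BH3 peptide competitor; inhibitors lower millipolarization by displacing the labeled peptide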
Target sequence (Q07817 whole entry, looked up): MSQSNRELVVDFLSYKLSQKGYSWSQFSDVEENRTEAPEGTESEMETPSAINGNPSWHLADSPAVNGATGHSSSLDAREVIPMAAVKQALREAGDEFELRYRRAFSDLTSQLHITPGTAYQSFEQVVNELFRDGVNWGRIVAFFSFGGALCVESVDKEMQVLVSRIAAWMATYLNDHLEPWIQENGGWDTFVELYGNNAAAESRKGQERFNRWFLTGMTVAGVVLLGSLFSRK
Fam108B inh: blocks mouse Fam108B hydrolase in RBBP9 counter-screen; recombinant Fam108B, FP-Rh probe fluorescence polarization; inhibition, % at 9.51 µM; 300,000 compounds, 0.33% hits; AID 1947;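 active = inhibition above the screen mean inhibition plus 3 SD, computed separately per campaign, cut at about 18% in these data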;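 also: inhibitors lower polarization as less probe binds the enzyme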
PAFAH1B2 inh: blocks human PAF acetylhydrolase 1b catalytic subunit 2; inhibition, % at 3.39 µM; AID 492953; recombinant PAFAH1B2, FP-rhodamine activity probe, fluorescence polarization; P68402; 340,000 compounds, 1.2% hits;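 active = inhibition above the mean of all tested compounds plus 3 SD, cut at about 24% in these data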;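 also: 0% = enzyme with DMSO and 100% = wells lacking PAFAH1B2; many of its hits are not listed in these tables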
AHR activator: activators of human aryl hydrocarbon receptor. P35869. AHR-responsive luciferase reporter cells, luminescence. activation, % at 5 µM. 320,000 compounds, 2.5% hits. AID 2796; in the data active = activation above about 47%;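 also: 0% = vehicle wells and 100% = reference agonist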
Target sequence (P35869 whole entry, looked up): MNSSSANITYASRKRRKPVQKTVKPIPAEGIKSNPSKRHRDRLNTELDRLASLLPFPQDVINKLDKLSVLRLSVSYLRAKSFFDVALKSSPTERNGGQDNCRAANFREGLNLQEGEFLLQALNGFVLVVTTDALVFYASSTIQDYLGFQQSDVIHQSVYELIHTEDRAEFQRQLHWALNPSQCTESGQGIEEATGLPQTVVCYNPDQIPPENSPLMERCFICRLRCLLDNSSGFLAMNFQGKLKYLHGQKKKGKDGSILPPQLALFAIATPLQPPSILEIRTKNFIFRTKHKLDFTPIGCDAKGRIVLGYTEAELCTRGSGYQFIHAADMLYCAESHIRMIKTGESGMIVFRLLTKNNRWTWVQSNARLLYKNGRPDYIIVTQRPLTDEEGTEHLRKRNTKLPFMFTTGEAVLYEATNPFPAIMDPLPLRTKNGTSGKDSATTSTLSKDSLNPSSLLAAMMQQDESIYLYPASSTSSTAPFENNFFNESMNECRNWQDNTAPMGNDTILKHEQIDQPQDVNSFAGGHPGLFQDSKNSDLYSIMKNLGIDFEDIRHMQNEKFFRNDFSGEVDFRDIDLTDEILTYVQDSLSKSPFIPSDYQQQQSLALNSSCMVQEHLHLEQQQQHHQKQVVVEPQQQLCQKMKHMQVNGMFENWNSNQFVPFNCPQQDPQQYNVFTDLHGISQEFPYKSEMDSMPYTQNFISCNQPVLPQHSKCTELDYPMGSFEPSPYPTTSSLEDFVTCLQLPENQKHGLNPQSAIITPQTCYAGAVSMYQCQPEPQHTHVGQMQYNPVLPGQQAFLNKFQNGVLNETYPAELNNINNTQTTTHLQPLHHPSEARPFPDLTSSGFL
GLD-1 TGE inh: GLD-1-TGE RNA interaction inhibition (C. elegans); inhibition, % at 5.96 µM; purified GLD-1 + fluorescein TGE RNA, fluorescence polarization; 320,000 compounds, 0.44% hits; AID 2280; Q17339;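 active = percent inhibition above a per-plate cutoff, the plate mean of test compounds plus 3 SD, cut at about 30% in these data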;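 also: 0% = DMSO wells with GLD-1 and probe and 100% = wells lacking GLD-1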
MEX-5 binding: C. elegans MEX-5 TCR-2 RNA binding activity | activity score (negative = inhibition of binding), % at 10 µM | 300,000 compounds, 0.38% hits | MEX-5/FITC-TCR2 RNA binding, fluorescence polarization; stronger effect = lower value | Q9XUB2;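 active = inhibition past about -25% in most replicates, and total fluorescence under double the plate's negative control median, limit read from the data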;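 also: 0% = DMSO and -100% = 5 µM competing unlabeled TCR2 RNA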
PME-1 primary: PME-1 (human) inhibition. Q9Y570. recombinant PME-1, FP-Rh probe fluorescence polarization. inhibition, % at 5.9 µM. 320,000 compounds, 0.53% hits;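 active = inhibition above the campaign mean of all compounds plus 3 SD, cut at about 26% in these data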;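 also: competitive labeling of PME-1 active site by serine hydrolase directed probe; 0% = PME-1 with DMSO and 100% = wells lacking PME-1 enzyme; inhibitors block probe labeling so polarization falls and inhibition rises; many of its hits are not listed in these tables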
MCL1-BIM inh: disrupts human MCL1 binding to BIM-BH3 peptide; Q07820; GST-MCL1 / FITC-Bim-BH3 fluorescence polarization; inhibition, % at 10.9 µM; 320,000 compounds, 0.68% hits;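 active = inhibition above the mean inhibition of all tested compounds plus 3 SD, set per campaign, cut at about 40% in these data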;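 also: 0% = DMSO wells and 100% = unlabeled Bim-BH3 peptide control; higher means more loss of mP so more displacement of Bim peptide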
An asterisk follows results filed as active; nt = no result given; & = joins results of further samples.

SMILES | pPAFAH inh | BCLXL inh | Fam108B inh | PAFAH1B2 inh | AHR activator | GLD-1 TGE inh | MEX-5 binding | PME-1 primary | MCL1-BIM inh
CCOc1cc(NC(=S)NCc2ccco2)c(OCC)cc1NC(=O)c1ccco1 | 3.3 | 3.7 | -3.0 | 2.3 | 9.6 | 8.0 | 0.1 | -1.5 | -0.8
O=S(=O)(Cc1ccc(Cl)cc1)c1ccccc1-c1nnc(-c2ccccc2)o1 | 2.4 | 1.6 | 3.6 | -5.5 | 1.1 | -8.5 | -2.0 | -0.1 | -2.9
Cc1nn(C(C)C(=O)O)c(=O)c2c1sc1ccccc12 (configuration not stated) | -0.1 | 3.7 | 2.0 | 1.3 | 6.7 | 3.1 | -0.2 | 1.4 | -2.9
COc1ccc(NC(=O)c2ccco2)cc1NC(=O)c1c(F)c(F)c(OC)c(F)c1F | 0.9 | 5.0 | 0.5 | 0.4 | 22.5 | 10.4 | 2.4 | -1.0 | 4.5
COc1ccc(OCC(O)CNC(C)c2ccccc2)cc1 (configuration not stated) | 2.9 | 3.5 | -0.9 | 1.5 | 2.1 | -4.8 | -2.4 | 2.0 | -0.8
CCOc1cc(C2C3=C(CC(C)(C)CC3=O)N(C)C3=C2C(=O)CC(C)(C)C3)ccc1O | 9.3 | 4.6 | 2.2 | 0.5 | 4.9 | 5.2 | 0.9 | -1.5 | 5.0
COc1ccc(-n2nc3c(c2NC(=O)COc2ccccc2)CS(=O)(=O)C3)cc1 | 5.0 | -0.7 | -0.5 | 7.5 | 1.3 | -2.3 | 1.2 | 1.3 | 3.4
O=C1CC(=O)C(n2cncn2)C(c2cccc(Cl)c2)C1 (configuration not stated) | 2.1 | 2.7 | 0.5 | -0.6 | -4.4 | 7.7 | -0.3 | -10.9 | -5.0
O=C(CN1CCN(c2ccc(F)cc2)CC1)Nc1ccc2c(c1)OCCO2 | 10.3 | 2.4 | -0.1 | 1.6 | -0.4 | -6.2 | 0.3 | -1.8 | 4.7
Cc1ccc2nc(NC(=O)C3CCN(c4ncnc5sc(C)c(C)c45)CC3)sc2c1 | -5.0 | -15.1 | 4.5 | 0.6 | -6.9 | -4.1 | 1.7 | 0.7 | -16.5
CCN(CC)C(=O)C1CCN(S(=O)(=O)c2cccc3nonc23)CC1 | -3.3 | 4.3 | -2.7 | -4.0 | -1.6 | 2.1 | -0.7 | -4.9 | -0.9
CCN(CC)CCNC(=O)c1ccc(Cl)c(S(=O)(=O)Nc2ccc(Cl)cc2)c1 | 3.8 | 3.5 | 5.4 | 4.6&0.4 | 0.1 | 4.2 | 1.7 | -7.3 | -2.1
CCCCC(=O)NS(=O)(=O)c1ccc(N=NN2CCCCC2)cc1 | 0.7 | 4.0 | 3.6 | -0.1 | 0.2 | 8.6 | -0.4 | 1.5 | 10.6
CC1(c2ccccc2Cl)NC(=O)N(CC(=O)Nc2ccc3c(c2)OCO3)C1=O (configuration not stated) | 0.1 | 2.3 | -3.0 | 2.8 | 5.6 | -0.1 | -2.4 | -0.4 | 1.1
Cc1ccc(NC(=O)CN2C(=O)CC(C)S(=O)(=O)c3ccccc32)cc1 (configuration not stated) | -0.3 | 1.0 | 2.6 | 1.8 | -0.5 | 5.3 | 1.9 | -0.6 | -1.1
CN1C(=O)N(CN2CCCCC2)C2C1N(C)C(=O)N2CN1CCCCC1 (configuration not stated) | 0.0 | 1.8 | 2.9 | 3.7 | -4.3 | 5.6 | -1.2 | 1.6 | 1.6
O=C(Nc1ccc(NC(=O)c2ccc3c(c2)OCCO3)cc1)c1ccccc1 | -0.2 | 1.9 | -6.6 | -4.8 | -8.4 | 2.0 | 1.5 | -13.9 | 5.5
COc1cc2c(cc1OC)CN(CC(=O)Nc1ccccc1C(=O)NC1CC1)CC2 | -1.4 | 5.2 | nt | -0.4 | 1.8 | 2.5 | nt | 6.0 | 1.5
COc1ccc(C2CC(c3ccccc3)=NN2c2ccc(S(N)(=O)=O)cc2)cc1 (configuration not stated) | 10.8 | 8.9 | 2.2 | 7.3 | 1.3 | -0.6 | 0.8 | 9.5 | 7.9
COc1ccc2c(c1)CCc1c(C(=O)NCC(C)C)noc1-2 | -1.5 | 0.0 | -2.0 | 2.7 | -3.1 | 15.3 | 2.0 | -5.0 | 1.0
CNC(=S)NNC(=O)c1sc2cc(C(F)(F)F)cnc2c1-c1cccnc1 | 12.3 | 2.4 | 3.5 | 12.3 | -0.2 | 7.2 | 9.2 | 1.6 | 6.8
O=C(NC(=S)N1CCN(C/C=C/c2ccccc2)CC1)c1ccc(F)cc1 | 2.5 | 2.1 | 1.9 | 4.3 | -0.5 | 3.2 | 0.5 | 1.7 | 1.5
CCN(CC)CCN1c2ccccc2Sc2ccc3ccccc3c21 | 12.5 | 10.8 | 3.3 | 2.6 | 0.5 | 9.4 | -5.5 | 2.0 | 12.9
Cc1ccc(S(=O)(=O)N2CCOCC2)cc1C(=O)NC1CCCC1 | -0.6 | 6.4 | 1.8 | 6.8 | -2.6 | 3.5 | 0.6 | 2.2 | 3.0
Oc1cc2ccccc2cc1-c1n[nH]c(=S)o1 | 24.5 | -17.3 | 7.6 | 12.7 | 5.3 | 10.3 | -9.2 | 8.0 | 0.8
COc1ccccc1-c1cc(C(F)(F)F)nc(S(=O)(=O)CCCC(=O)N2CCCCC2C)n1 (configuration not stated) | 5.8 | 4.5 | -3.1 | 2.0 | -1.8 | 2.5 | 2.1 | -0.2 | 2.7
CC(=O)/C(=N\Nc1ccccc1Cl)Sc1cccc2cccnc12 | 6.7 | 5.6 | -2.4 | -3.7 | 6.1 | 3.2 | -1.2 | -7.9 | 1.8
COc1cc(C(c2c(C)[nH][nH]c2=O)c2c(C)[nH][nH]c2=O)cc(Br)c1OC | -0.2 | 5.8 | -2.4 | 1.1 | 1.4 | 6.6 | -2.3 | -0.6 | 8.9
CC(C)NC(=O)NNC(=O)c1nn(-c2ccc(F)cc2)ccc1=O | -0.9 | 4.9 | -1.6 | 2.6 | -1.0 | 7.6 | -5.6 | 0.0 | 1.8
COc1ccc(C(N)=S)c(OC)c1 | 3.3 | 3.0 | 2.6 | 5.0 | 0.7 | 1.0 | -2.8 | 4.8 | 9.6
CCn1c(Cn2nnc(-c3ccccc3)n2)nnc1SCc1ccc(Cl)c(Cl)c1 | -2.1 | -1.6 | -3.1 | 4.9 | 15.1 | 0.6 | 1.0 | 1.9 | 1.9
COC(=O)c1c(-c2ccc(F)cc2)csc1NC(=O)c1ccco1 | -0.4 | -2.8 | -0.5 | -2.6 | -0.8 | -0.5 | 1.9 | -4.2 | 2.6
COc1ccc(C2c3c(ccc4ccccc34)Oc3ncn4nc(-c5ccco5)nc4c32)cc1OC (configuration not stated) | -5.6 | -1.1 | -2.4 | 2.9 | 4.4 | -2.6 | -2.2 | -5.9 | -9.5
Cc1ccc(OCCSc2nnc(NC(=O)c3ccco3)s2)cc1 | -0.6 | 4.3 | 0.2 | 10.3 | 5.5 | 6.2 | 3.7 | 2.2 | 8.1
COc1ccc(NC(=O)c2c(-c3ccccc3Cl)noc2C)c(OC)c1 | 11.6 | 1.5 | 0.5 | 2.5 | 1.9 | 3.1 | -3.3 | 6.3 | 6.0
O=C(Nc1ccccc1)Nc1nnc(SCc2ccc(Cl)cc2)s1 | -1.8 | 2.4 | 8.2 | -0.2 | 8.4 | -1.9 | -1.3 | 2.8 | 13.9
CCOC1=NS(=O)(=O)c2ccccc21 | -0.8 | 2.0 | 3.1 | 2.1 | -1.0 | 6.1 | 1.1 | 2.8 | 4.3
CCOc1ccc(/C=N/NC(=O)COc2ccccc2-c2ccccc2)cc1 | 14.9 | 4.7 | -2.4 | 2.3 | -0.3 | -2.6 | -3.2 | -8.2 | 2.4
CN(C)S(=O)(=O)c1ccc(Cl)c(NC(=O)CN2CCCC2)c1 | 3.4 | 6.6 | -3.4 | 0.5 | 1.1 | 4.2 | -0.9 | -4.7 | -0.2
Cc1cc2c(c(=O)o1)C(Cc1ccccc1)C(C#N)=C(N)O2 (configuration not stated) | 0.8 | 5.0 | 1.4 | 7.8 | 4.5 | -3.9 | 4.8 | -1.6 | 2.5

The final 2 entries of the section above are carried over, then new ones follow:
SMILES | pPAFAH inh | BCLXL inh | Fam108B inh | PAFAH1B2 inh | AHR activator | GLD-1 TGE inh | MEX-5 binding | PME-1 primary | MCL1-BIM inh
CN(C)S(=O)(=O)c1ccc(Cl)c(NC(=O)CN2CCCC2)c1 | 3.4 | 6.6 | -3.4 | 0.5 | 1.1 | 4.2 | -0.9 | -4.7 | -0.2
Cc1cc2c(c(=O)o1)C(Cc1ccccc1)C(C#N)=C(N)O2 (configuration not stated) | 0.8 | 5.0 | 1.4 | 7.8 | 4.5 | -3.9 | 4.8 | -1.6 | 2.5
CCOc1ccc(N2C(=O)Nc3ccccc3C2(O)C(=O)NCc2ccc3c(c2)OCO3)cc1 (configuration not stated) | 1.6 | 8.2 | 0.5 | 8.5 | 6.8 | -1.0 | 3.2 | 2.8 | 1.3
CCOC(=O)N1CCN(C(=O)c2cc3c(=O)n(C)c4ccccc4c3n2C)CC1 | 4.1 | -5.9 | -1.1 | 1.2 | 3.5 | 4.2 | 0.2 | 4.4 | -2.1
CCN(Cc1ccccc1)S(=O)(=O)c1nc2nc(C)c(C)c(C)n2n1 | -2.0 | 9.8 | -3.0 | 6.4 | 2.1 | 0.8 | -0.7 | 2.6 | 8.8
O=C(Cn1cc(C(=O)c2cccs2)c2ccccc21)NCc1ccc2c(c1)OCO2 | 0.7 | 0.4 | -12.4 | 3.0 | 5.9 | 2.4 | 2.5 | -10.8 | -5.9
CCC(C(=O)NCc1ccc(C)o1)n1nc(C)c2c(C)n(-c3ccccc3)nc2c1=O (configuration not stated) | 2.4 | -7.0 | 0.4 | 2.1 | 1.4 | 9.3 | -2.4 | 1.5 | 4.6
COc1cccc(NC(=O)CN2C(=O)NC3(CCCC3)C2=O)c1 | 1.2 | -8.7 | -0.2 | 2.6 | 1.6 | 7.1 | 1.9 | -1.1 | -20.3
COc1ccccc1CNC(=O)CSC(=S)N1CCCC1 | 2.8 | 0.0 | 1.4 | 1.5 | 4.4 | 2.6 | 0.8 | 3.3 | 0.4
COc1cccc(-c2c(-c3cc(OC)cc(OC)c3)n(C)c3ccc(-c4ccc5cc[nH]c5c4)cc23)c1 | -3.1 | nt | nt | 3.7 | 21.1 | -3.6 | nt | nt | nt
O=C(CCNC(=O)c1ccc(Br)cc1)NCc1ccccn1 | 5.9 | -0.7 | 2.8 | 1.6 | 4.0 | 11.7 | 0.9 | -1.4 | -1.7
CC(=O)Nc1ccc(S(=O)(=O)N2CCSC2c2ccco2)cc1 (configuration not stated) | 3.5 | 1.2 | -1.7 | 3.4 | 0.1 | 9.8 | -0.4 | -10.8 | -1.1
O=C1CC(N2CCOCC2)=NN1c1ccc([N+](=O)[O-])cc1 | 10.1 | -7.6 | 1.5 | 7.0 | -1.1 | 4.0 | 3.1 | 3.6 | -3.3
CC1(C(=O)Nc2ccc3c(c2)OCO3)CC1(Cl)Cl (configuration not stated) | -4.0 | -1.0 | 3.8 | 1.6 | 17.7 | 9.1 | -2.5 | 1.0 | 3.3
Cc1sc2ncnc(N3CCC(C(=O)Nc4ccc(S(N)(=O)=O)cc4)CC3)c2c1C | 3.2 | 1.0 | nt | 3.2 | 0.3 | -4.2 | nt | 0.1 | 0.8

A portion of the library; the hit share may differ from the screen's.
